High-throughput results deposited in PubChem by several laboratories.
M5 ag: CHRM5 agonism in calcium assay; 0.19% of 360,000 active; AID 624037; CHO-K1 hM5 cells, Fluo-8 calcium fluorescence; 0% DMSO wells, 100% maximal acetylcholine response; P08912; activation, % at 3 µM;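 active = activation above the run's mean over test compounds plus 3 SD, cut at about 23% in these data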;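 also: signal is peak over basal fluorescence ratio across the kinetic read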
Target sequence (P08912 whole entry, looked up): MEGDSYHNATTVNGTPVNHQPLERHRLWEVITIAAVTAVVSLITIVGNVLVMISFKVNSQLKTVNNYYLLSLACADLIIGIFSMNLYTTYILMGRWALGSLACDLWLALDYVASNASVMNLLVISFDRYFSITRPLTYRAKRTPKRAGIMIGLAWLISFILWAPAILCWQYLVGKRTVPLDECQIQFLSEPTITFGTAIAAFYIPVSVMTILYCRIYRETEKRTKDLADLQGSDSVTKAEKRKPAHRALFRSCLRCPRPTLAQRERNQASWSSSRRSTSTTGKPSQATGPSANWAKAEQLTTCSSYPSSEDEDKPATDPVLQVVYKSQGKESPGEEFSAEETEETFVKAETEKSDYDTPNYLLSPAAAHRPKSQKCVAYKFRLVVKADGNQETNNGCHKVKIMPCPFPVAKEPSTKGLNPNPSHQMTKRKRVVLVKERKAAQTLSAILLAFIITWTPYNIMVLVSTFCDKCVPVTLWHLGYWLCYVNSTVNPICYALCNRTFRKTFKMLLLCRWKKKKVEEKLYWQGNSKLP
CHRM4 PAM: positive allosteric modulators of human muscarinic M4 receptor; P08173; 0.4% of 360,000 active; CHO-K1 hM4/Gqi5, Fluo-8 calcium fluorescence, ACh EC20; 0% = ACh EC20, 100% = maximal ACh; activation, % at 3 µM;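 active = activation above its plate's cutoff, the mean activation of sample wells plus 3 SD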; also: some results filed as inactive read as strong as hits
M1 antag: human CHRM1 antagonism | 1.3% of 360,000 active | CHO-K1 hM1, Fluo-8 calcium fluorescence, ACh EC80 antagonist | inhibition, % at 3 µM | AID 588852;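 active = percent inhibition above its own plate's cutoff, namely the mean of that plate's compound wells plus 3 SD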;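 also: peak over basal fluorescence ratio during 140 s after agonist addition; 0% = ACh EC80 plus DMSO and 100% = DMSO alone without agonist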
Target sequence (P11229 whole entry, looked up): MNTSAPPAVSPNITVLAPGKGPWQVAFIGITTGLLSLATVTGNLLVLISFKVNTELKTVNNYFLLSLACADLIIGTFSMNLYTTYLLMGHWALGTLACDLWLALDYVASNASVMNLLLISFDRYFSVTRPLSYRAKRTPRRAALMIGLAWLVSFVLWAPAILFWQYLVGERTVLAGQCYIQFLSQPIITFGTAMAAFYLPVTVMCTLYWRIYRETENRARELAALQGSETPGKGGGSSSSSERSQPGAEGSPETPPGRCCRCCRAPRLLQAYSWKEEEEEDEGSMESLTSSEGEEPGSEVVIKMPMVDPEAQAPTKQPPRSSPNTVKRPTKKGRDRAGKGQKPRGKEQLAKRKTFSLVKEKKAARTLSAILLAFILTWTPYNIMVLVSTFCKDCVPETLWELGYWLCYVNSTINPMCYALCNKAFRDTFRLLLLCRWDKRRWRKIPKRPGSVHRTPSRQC
M1 PAM: positive allosteric modulators of human M1 muscarinic receptor; CHO-K1 hM1, Fluo-8 calcium fluorescence, ACh EC20; 0% = ACh EC20, 100% = maximal ACh; activation, % at 3 µM; 0.088% of 360,000 active; in the data active = activation above about 19%, passing the limit was not always enough
CHRM4 antagonist: antagonists of human muscarinic M4 receptor (CHRM4). P08173. CHO-hM4 cells, ACh EC80, Fluo-8 calcium fluorescence. inhibition, % at 3 µM. 0.73% of 360,000 active;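 active = inhibition above its plate's cutoff, the mean inhibition of sample wells plus 3 SD, cut at about 27% in these data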;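 also: 0% = acetylcholine EC80 with DMSO and 100% = DMSO without agonist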
CHRM4 agonist: CHRM4 agonism in calcium assay; P08173; CHO-K1 hM4/Gqi5, Fluo-8 calcium fluorescence; vehicle 0%, full acetylcholine response 100%; activation, % at 3 µM; 0.14% of 360,000 active;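 active = activation above the run mean over all test wells plus 3 SD, cut at about 32% in these data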;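 also: peak over basal fluorescence ratio per well then scaled between controls; 0% = DMSO wells and 100% = acetylcholine at EC100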
CRFBP-R2 agonist: CRF-BP/CRF-R2 complex agonism; HEK293 CRF-R2/CRF-BP, calcium dye fluorescence (FLIPR); percent of saturating CRF peptide response; activation, % at 13.2 µM; 0.46% of 350,000 active; AID 588473;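 active = activation of at least 50%, plus an integration ratio under a set limit after plate pattern correction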;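 also: plate controls were neutral control wells without compound for no effect and CRF at EC100 for full effect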
CHRM5 PAM: potentiates acetylcholine response at human M5 receptor | activation, % at 3 µM | P08912 | 0.3% of 360,000 active | CHO-K1 hM5, Fluo-8 calcium, ACh EC20 PAM; 0% = ACh EC20, 100% = ACh EC100;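 active = activation above the run cutoff, the mean activation of all test compounds plus 3 SD, cut at about 18% in these data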
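Probe or stimulus: acetylcholine, EC20 level; Assay system: human M5 receptor in CHO-K1 cells; Schedule: compound preincubation 140 s before EC20 acetylcholine addition; Technique: intracellular calcium via Fluo-8 fluorescence; Dosing: single-point, 3 µM nominal; Read-out basis: percent activation from peak-over-basal fluorescence ratio, scaled EC20-to-EC100 acetylcholine; Repeats: one well per compound, no replicates.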
M5 antag: CHRM5 antagonism in calcium assay. P08912. CHO-hM5 cells, Fluo-8 calcium fluorescence, ACh EC80. inhibition, % at 3 µM. 0.59% of 360,000 active. AID 624040;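 active = inhibition above a per-plate cutoff, the mean of that plate's test compounds plus 3 SD, cut at about 27% in these data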;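 also: 0% = acetylcholine EC80 with DMSO and 100% = DMSO without agonist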
Active calls of the source: *; . = not tested or not shown.

#1 Cc1ccc(S(=O)(=O)N2CCCCC2)cc1C(=O)NCCN1CCOCC1
#2 CC1(C)Oc2cc(N)c([N+](=O)[O-])cc2O1
#3 O=C(Nc1ccc(OC(F)(F)F)cc1)N1CCc2nc(NCc3cccc(Oc4ccccc4)c3)ncc2C1
#4 O=C(NN=C1CCCCCCC1)c1ccccn1
#5 CSc1nc(N)nc2c1ncn2CC(=O)NCc1ccc2c(c1)OCO2
Assay by compound	1	2	3	4	5
M5 ag	-1	-4	1	-2	1
CHRM4 PAM	4	5	-13	6	0
M1 antag	5	-27	43*	-3	-2
M1 PAM	0	9	-26	6	-4
CHRM4 antagonist	-9	-7	18	0	1
CHRM4 agonist	0	0	15	1	1
CRFBP-R2 agonist	1.4	-0.6	.	-0.6	0.7
CHRM5 PAM	7	-3	-14	-4	-3
M5 antag	-2	-12	17	2	3

#6 CCn1nnc(NC(=O)c2ccc(-c3ccc(Cl)cc3)o2)n1
#7 O=C(NNC(=O)c1csc(-c2ccccc2)n1)c1ccccc1
#8 COc1ccc(NC(=O)c2cccc3ccccc23)cc1
#9 Cn1c(=O)c2c(ncn2CC(=O)OCC(=O)NCc2ccccc2Cl)n(C)c1=O
#10 CC(C)(C)NC(=O)C(c1ccc(F)cc1)N(CCc1ccccc1)C(=O)c1ccn[nH]1 (centres undefined)
Assay by compound	6	7	8	9	10
M5 ag	2	-1	-6	-1	1
CHRM4 PAM	18	4	-6	4	-5
M1 antag	-17	-2	-7	-6	12
M1 PAM	15	0	18	1	-8
CHRM4 antagonist	0	-3	-2	-4	4
CHRM4 agonist	1	2	3	1	14
CRFBP-R2 agonist	0.2	.	-0.6	-0.6	0.1
CHRM5 PAM	-3	-1	3	6	-15
M5 antag	4	3	2	1	23

#11 COc1ccc(NC(=O)CN2C(=O)c3cccc4cccc2c34)c(OC)c1
#12 CCOC(=O)CNC(=O)CNC(=O)c1nn(-c2ccc(OC)c(OC)c2)c(=O)c2ccccc12
#13 COc1ccc2[nH]c(C(=O)Nc3ccc(C)c(F)c3)cc2c1
#14 Cc1ccc(/C=N/NC(=O)c2ccc(OC3CCCC3)cc2)o1
#15 COc1cc(NC(=O)Cc2ccccc2)nc(OC)n1
Assay by compound	11	12	13	14	15
M5 ag	-5	-2	6	0	2
CHRM4 PAM	0	0	-29	1	-4
M1 antag	-7	-10	8	-6	0
M1 PAM	4	11	-2	5	-3
CHRM4 antagonist	-2	-14	7	1	9
CHRM4 agonist	2	6	19	0	0
CRFBP-R2 agonist	-2.1	-0.4	-0.7	-1.4	-5.0
CHRM5 PAM	0	-5	-19	-7	-6
M5 antag	0	1	14	9	11

#16 Brc1cccc(OCCN2CCCCC2)c1
#17 O=C(Nc1ccccc1)N(Cc1ccccc1)CC(O)C(F)(F)F (centres undefined)
#18 Cc1ccnc(SCc2cn3c(C)cccc3n2)n1
#19 N#Cc1ccc(-c2ccc(F)cc2)nc1Sc1ccccc1
#20 CCC(=O)Nc1nnc(SCc2ccccc2F)s1
Assay by compound	16	17	18	19	20
M5 ag	-9	0	-10	-1	1
CHRM4 PAM	-10	5	2	3	7
M1 antag	2	-14	-2	10	2
M1 PAM	-5	-6	1	-1	1
CHRM4 antagonist	5	0	1	2	4
CHRM4 agonist	1	2	0	0	1
CRFBP-R2 agonist	-1.2	-0.7	0.3	-0.1	2.5
CHRM5 PAM	-5	1	6	-3	2
M5 antag	11	0	-4	-1	3

#21 Cc1ccc(NC(=O)c2cc(C)nc3ccccc23)c(C)c1
#22 O=C(Nc1cccc(S(=O)(=O)NC2=NCCC2)c1)c1cc(-c2ccccn2)nc2ccccc12
#23 COc1ccc(/C=N/NC(=O)c2ccc(CN3C(=O)c4cccc5cccc3c45)cc2)cc1O
#24 NC(=O)C1=C[C@@H](c2ccccc2)C[C@@H](OCCCCO)O1
#25 CCc1ccc(NC(=O)C2CCN(S(C)(=O)=O)CC2)cc1
Assay by compound	21	22	23	24	25
M5 ag	1	1	-6	1	0
CHRM4 PAM	0	-12	-5	9	6
M1 antag	-14	13	0	2	0
M1 PAM	9	-9	1	5	-5
CHRM4 antagonist	5	-6	0	-5	-5
CHRM4 agonist	1	9	7	2	2
CRFBP-R2 agonist	-1.3	-1.0	-1.2	-1.2	0.0
CHRM5 PAM	0	-18	-9	-3	-3
M5 antag	4	22	3	13	1

#26 CCOC(=O)C1C(=O)N(C(=O)c2cncc(Br)c2)CC1c1ccccc1 (centres undefined)
#27 COc1ccc2cnn(-c3ccc(C)cc3)c(=O)c2c1OC
#28 CSc1nc(C)cc(SCC(=O)N/N=C/c2ccccc2)n1
#29 Cc1cccc(Nc2cc(=O)[nH]c(=O)[nH]2)c1C
#30 Fc1ccccc1CSc1nnc2ccc(-c3ccncc3)nn12
Assay by compound	26	27	28	29	30
M5 ag	-2	1	-2	2	1
CHRM4 PAM	-2	16	-9	8	-11
M1 antag	-20	-16	5	-16	-1
M1 PAM	4	7	-3	13	1
CHRM4 antagonist	6	-8	6	1	-5
CHRM4 agonist	0	1	3	0	2
CRFBP-R2 agonist	-0.5	-0.4	1.4	0.2	0.5
CHRM5 PAM	8	-4	-10	-3	0
M5 antag	-3	-6	1	5	-1

The last two records of the section above lead into the next.
#29 Cc1cccc(Nc2cc(=O)[nH]c(=O)[nH]2)c1C
#30 Fc1ccccc1CSc1nnc2ccc(-c3ccncc3)nn12
#31 O=C(c1cc2cc(Cl)ccc2oc1=O)N1CCCCCCC1
#32 CC1O[C@@H](OC2C(O)C(O)C(CO)O[C@H]2OC2C[C@]3(C)C(CC(O)C4[C@@H]([C@]5(C)CC[C@@H](C(C)(C)O)O5)CC[C@]43C)[C@@]3(C)CCC(O)C(C)(C)C23)C(O)C(O)C1O (some centres undefined)
#33 CN1CCN(c2oc(COc3ccc(-c4ccccc4)cc3)nc2C#N)CC1
#34 CC(C)Sc1nc2c(c(=O)[nH]c(=O)n2C)n1CCc1ccccc1
#35 COc1ccc(NC(=O)CC(Cc2ccccc2)C(=O)O)cc1 (centres undefined)
Assay by compound	29	30	31	32	33	34	35
M5 ag	2	1	1	4	2	1	2
CHRM4 PAM	8	-11	-2	7	-16	15	0
M1 antag	-16	-1	0	-1	16	-37	-11
M1 PAM	13	1	26	2	-10	18	9
CHRM4 antagonist	1	-5	-8	2	16	-4	5
CHRM4 agonist	0	2	1	1	13	0	0
CRFBP-R2 agonist	0.2	0.5	0.3	0.6	0.3	-0.8	0.8
CHRM5 PAM	-3	0	0	-1	-11	0	1
M5 antag	5	-1	0	9	-2	-15	1

#36 CC(=O)c1cccc(NC(=O)N2CCN(S(C)(=O)=O)CC2)c1
#37 CCOc1ccc(OCC)c(S(=O)(=O)N2CCC(C)CC2)c1
#38 NC(=O)c1ccc(-c2ccc(N3C(c4ccsc4)=Cc4ccc(F)cc4C3CC(=O)c3ccco3)cc2)cc1 (centres undefined)
#39 COc1ccc2cc3cc(C(=O)NCc4ccccn4)oc3nc2c1
#40 O=P(Cc1nnco1)(c1ccccc1)c1ccccc1
Assay by compound	36	37	38	39	40
M5 ag	-1	3	-3	-2	2
CHRM4 PAM	5	-1	9	5	-1
M1 antag	4	9	.	-9	-5
M1 PAM	0	-4	.	6	3
CHRM4 antagonist	1	-3	5	-1	6
CHRM4 agonist	0	0	1	3	1
CRFBP-R2 agonist	2.2	-0.6	.	-0.7	-1.3
CHRM5 PAM	3	1	-7	-2	-2
M5 antag	3	12	12	-3	2

#41 CCS(=O)(=O)N1Cc2ccccc2CC1C(=O)Nc1nc2c(C)cccc2s1 (centres undefined)
#42 COc1ccc(S(=O)(=O)N2CCN(CC(O)COc3ccc(CC#N)cc3)CC2)cc1OC (centres undefined)
#43 CCOc1ccc(C(=O)COc2ccc(NC(C)=O)cc2)cc1
#44 Cc1cc2cc(CNC(=O)NC3CCCCC3)ccc2[nH]1
#45 CCc1cc2c(N[C@@H](Cc3ccccc3)C(=O)O)ncnc2s1
Assay by compound	41	42	43	44	45
M5 ag	-5	-2	-5	2	0
CHRM4 PAM	-9	-2	6	-4	-3
M1 antag	5	-14	7	18	-9
M1 PAM	-6	13	-2	-21	13
CHRM4 antagonist	-4	-6	2	4	0
CHRM4 agonist	0	2	0	2	1
CRFBP-R2 agonist	1.4	-1.7	0.4	1.2	-0.1
CHRM5 PAM	-7	-3	-4	1	2
M5 antag	3	8	-1	-2	2

Four entries from above, sorted by the value under CRFBP-R2 agonist, highest first:
#41 CCS(=O)(=O)N1Cc2ccccc2CC1C(=O)Nc1nc2c(C)cccc2s1 (centres undefined)
#43 CCOc1ccc(C(=O)COc2ccc(NC(C)=O)cc2)cc1
#45 CCc1cc2c(N[C@@H](Cc3ccccc3)C(=O)O)ncnc2s1
#42 COc1ccc(S(=O)(=O)N2CCN(CC(O)COc3ccc(CC#N)cc3)CC2)cc1OC (centres undefined)
Assay by compound	41	43	45	42
M5 ag	-5	-5	0	-2
CHRM4 PAM	-9	6	-3	-2
M1 antag	5	7	-9	-14
M1 PAM	-6	-2	13	13
CHRM4 antagonist	-4	2	0	-6
CHRM4 agonist	0	0	1	2
CRFBP-R2 agonist	1.4	0.4	-0.1	-1.7
CHRM5 PAM	-7	-4	2	-3
M5 antag	3	-1	2	8

Additional results:
#46 CCOC(=O)CC1C(=O)NCCN1C(=O)c1ccc(C)cc1 (centres undefined)
#47 COc1cc(OC)c(OC)cc1/C=C(\C#N)C(=O)NCc1cccs1
#48 O=C(Nc1cccnc1)c1noc2c1CCCCC2
#49 CCc1cc(=O)oc2cc(C)cc(OCC(=O)N[C@@H](CSCc3ccccc3)C(=O)O)c12
#50 CCc1ccc(NC(=O)NNC(=O)c2ccc3ccccc3c2O)cc1
Assay by compound	46	47	48	49	50
M5 ag	-2	-2	-1	2	0
CHRM4 PAM	-1	6	-2	7	1
M1 antag	-7	-9	4	-15	-9
M1 PAM	6	7	4	7	7
CHRM4 antagonist	4	6	-5	-20	-5
CHRM4 agonist	0	1	1	0	1
CRFBP-R2 agonist	0.2	0.9	2.8	-1.9	-0.1
CHRM5 PAM	-2	-2	11	2	4
M5 antag	8	14	-17	3	1

#51 CC(C)CNC(=S)NNC(=O)c1csc2c1CCCC2
#52 COc1ccccc1NC(=O)CSc1nnc(-c2ccoc2C)n1CCc1ccccc1
#53 COc1cccc(CC2CC(=O)N(CCc3ccc4c(c3)OCO4)C2=O)c1 (centres undefined)
#54 COc1ccc(CCNc2ccc(S(N)(=O)=O)cn2)cc1
#55 Cc1cccc(C)c1-n1nnnc1-c1cnccc1C(F)(F)F
#56 CCn1c(C)nc2cc(C(=O)NNC(=O)Nc3cccc(Cl)c3)ccc21
#57 COc1ccc(OC)c(S(=O)(=O)NCc2cccnc2)c1
#58 COc1ccccc1NS(=O)(=O)c1ccc(/C=C/C(=O)O)cc1
Assay by compound	51	52	53	54	55	56	57	58
M5 ag	5	-8	1	-3	2	-7	-4	-1
CHRM4 PAM	-6	-1	12	4	-35	-1	4	9
M1 antag	2	7	-5	-4	26	6	-6	-9
M1 PAM	1	4	0	3	-7	0	8	12
CHRM4 antagonist	2	4	-13	-6	7	-3	0	-12
CHRM4 agonist	2	2	4	2	12	0	2	0
CRFBP-R2 agonist	0.1	0.1	0.6	-1.4	0.3	-3.4	1.7	-2.9
CHRM5 PAM	2	-3	-4	5	-20	-7	0	1
M5 antag	-1	7	9	-4	14	5	-5	-2
